AmpC inh detg – blocks E. coli AmpC beta-lactamase in detergent assay | actives 0.041% (n = 370,000) | P00811 | AmpC hydrolysis of nitrocefin, absorbance 480 nm, 0.01% Triton | Potency, µM (titrated, usually from 114 µM), for inactives: at the top dose activity change, negative = inhibition, hits mostly inhibitors;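 note: potency is the fitted concentration of half-maximal effect; 0% = no-compound wells and -100% = no-enzyme wells; nearly all actives have a fitted effect of over 25% in size; some results filed as inactive show a strong effect at the top dose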
Target sequence (P00811 whole entry, looked up): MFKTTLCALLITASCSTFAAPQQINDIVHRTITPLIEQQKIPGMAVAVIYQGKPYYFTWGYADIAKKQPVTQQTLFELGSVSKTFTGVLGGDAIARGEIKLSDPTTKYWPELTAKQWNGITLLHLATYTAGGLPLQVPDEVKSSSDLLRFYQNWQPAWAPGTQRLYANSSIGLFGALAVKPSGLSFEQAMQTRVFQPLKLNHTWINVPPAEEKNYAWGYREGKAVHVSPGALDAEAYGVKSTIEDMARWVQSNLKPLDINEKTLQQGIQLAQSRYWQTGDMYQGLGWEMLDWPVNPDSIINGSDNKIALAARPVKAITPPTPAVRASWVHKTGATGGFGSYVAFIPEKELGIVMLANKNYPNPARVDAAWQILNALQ
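AmpC (5.3 nM in the dispensed reagent) in 20 mM phosphate pH 7.0 with 0.01% (detergent screen) or 0.0001% Triton X-100 was preincubated with compounds for 15 min at room temperature. Nitrocefin was then added from an 800 uM solution, and hydrolysis was followed at 480 nm.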
Giardia FBPA inh – inhibitors of Giardia lamblia fructose-1,6-bisphosphate aldolase; actives 0.71% (n = 290,000); purified Giardia FBPA; Potency, µM (titrated, usually from 59.6 µM), inactives show top-dose activity, negative = inhibition, usual class: inhibitors; AID 2451; A8B2U2; note: potency is the fitted concentration of half-maximal effect; % is set by controls: 0 for no effect and ±100 for the full control effect; nearly all actives have a fitted effect of over 55% in size
Target sequence (A8B2U2 whole entry, looked up): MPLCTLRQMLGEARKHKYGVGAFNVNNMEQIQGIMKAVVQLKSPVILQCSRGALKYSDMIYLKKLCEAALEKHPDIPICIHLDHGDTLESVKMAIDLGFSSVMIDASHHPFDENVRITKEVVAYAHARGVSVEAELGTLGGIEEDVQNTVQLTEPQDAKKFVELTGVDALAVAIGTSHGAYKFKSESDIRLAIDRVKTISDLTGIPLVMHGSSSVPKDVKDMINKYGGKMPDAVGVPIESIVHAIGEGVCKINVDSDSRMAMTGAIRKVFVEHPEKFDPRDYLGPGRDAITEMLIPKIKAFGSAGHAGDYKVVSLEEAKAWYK
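Giardia FBPA (40 nM reagent) was preincubated 10 min at RT with compound (up to 57.5 uM final), then substrate plus GAPDH/TPI/NAD/arsenate coupling system with diaphorase/resazurin was added; resorufin fluorescence (525/598 nm) was read after 20 min.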
Shiga inhibitor – Shiga toxin inhibition; Vero cells, Shiga toxin protein synthesis inhibition reporter; actives 9.2% (n = 290,000); inhibition, % at 38.7 µM; in the data active = inhibition mostly above about 28%, no sharp cut-off; inactive = mostly below about 43%; note: 0% is about no effect
HCMV antiviral – blocks human cytomegalovirus replication; HFF cells, HCMV-luciferase reporter, 72 h; hits give low values; activity change, negative = inhibition, % at 57.5 µM; actives 4.5% (n = 410,000); in the data active = activity change below about -60%; inconclusive = no clear call, values can overlap the other calls; inactive = above about -39%; note: % is set by controls: 0 for no effect and ±100 for the full control effect
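HFF cells seeded 16 h at 37C, treated with compounds, infected with luciferase-reporter HCMV at MOI 1 PFU/cell; luciferase read at 72 h post infection, normalized to buffer-only and Salinomycin controls.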
CHX counter – counter-screen for Shiga toxin inhibitors: cycloheximide protein synthesis inhibition; cell reporter, cycloheximide protein synthesis inhibition counterscreen; max response, %; actives 12% (n = 300,000); AID 2314; in the data active = max response mostly above about 13%, no sharp cut-off; inactive = mostly below about 14%; note: read at 38.3 µM for the half of the compounds with a filed dose; 0% is about no effect
AmpC no deterg – blocks E. coli AmpC beta-lactamase in detergent-free assay; AID 485341; Potency, µM (top dose mostly 57.1 µM), without a hit: at the top dose activity change, negative = inhibition, hits mostly inhibitors; AmpC nitrocefin hydrolysis, absorbance 480 nm, 0.0001% Triton; P00811; actives 0.52% (n = 330,000);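 note: potency is the fitted concentration of half-maximal effect; plate controls were no compound for no effect and no enzyme for full effect; nearly all actives have a fitted effect of over 20% in size; some results filed as inactive show a strong effect at the top dose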
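20 mM phosphate pH 7.0 + 0.01% (detergent screen) or 0.0001% Triton X-100; 5.3 nM AmpC reagent; cpd preinc 15 min RT; nitrocefin (800 uM stock) to start; A480 q20 s × 4 min; Activity was normalised to no-enzyme and no-compound control wells.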
AMA1 RON2 block – disrupts binding of P. falciparum AMA1 to RON2. Potency, µM (doses to about 58.2 µM), inactives show at the top dose activity change, negative = inhibition, usual class: inhibitors. actives 0.2% (n = 360,000). AlphaScreen AMA1-biotinylated RON2 peptide binding;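 note: potency is the fitted concentration of half-maximal effect; 0% = vehicle wells and -100% = peptide control; nearly all actives have a fitted effect of over 45% in size; some results filed as inactive show a strong effect at the top dose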
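AMA1 (3D7) with his tag at 25 nM final met compounds first, then biotinylated RON2 peptide at 25 nM; detection used donor plus acceptor beads, 10 µg/mL apiece, read by AlphaScreen after 30 min at room temperature.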
Active calls of the source: *; ? = inconclusive; nt = not tested or not shown; & = joins results of further samples; [ ] = dose if it differs, or a comment. Unless noted, calls come from the whole dose curve; as a rule, active = well fitted curve in the direction sought with a large enough effect; inconclusive = small, poorly fitted or top-dose-only effect, or another doubt; inactive = no such curve, though single readings can be large; an effect the other way counts as inactive or inconclusive. Rows were taken by chance; about 16% have a hit in one of these screens.

SMILES | AmpC inh detg | Giardia FBPA inh | Shiga inhibitor | HCMV antiviral | CHX counter | AmpC no deterg | AMA1 RON2 block
CC1CCCC(NC(=O)CN2CCN(Cc3ccc(Cl)cc3)C2=O)C1C (stereo unspecified) | -12% | 0% | -13 | -36 | -5 | 76%[activator] | -5%
CCOc1ccccc1N(CC(=O)N1CCC(C)CC1)S(=O)(=O)c1ccc(C)cc1 | 1% | nt | -29 | -19 | -1 | 94%[activator] | -8%
COc1cccc(C(=O)NCC(=O)OC(C)C(=O)NC23CC4CC(CC(C4)C2)C3)c1 (stereo unspecified) | nt | nt | nt | -2 | nt | 56% | -6%
COc1ccccc1/C=C/C=N/NC(=O)c1cc(-c2ccco2)[nH]n1 | -3% | -29% | 2 | -31 | -3 | ? | 52%[activator]
CC1CCN(S(=O)(=O)c2ccc3c(c2)CCN3C(=O)C2CCC2)CC1 | -1% | nt | 2 | 34 | 1 | -22% | 0%
Cc1cccc2cccnc12 | -5% | nt | nt | -13 | nt | -6% | 4%
COc1ccc(NC(=O)NNC(=O)COc2ccc([N+](=O)[O-])c(C)c2)cc1OC | 2% | nt | -42 | 46 | -2 | -32% | 71%[activator]
Cc1c(CCC(=O)NCCCCCC(=O)O)c(=O)oc2c(C)c3oc4c(c3cc12)CCCC4 | 3% | 2% | 19 | ? | 4 | 35% | 18%
O=C1c2[nH]nc(-c3ccccc3O)c2C(c2ccc(F)cc2)N1Cc1ccco1 (stereo unspecified) | -6% | -12% | -2 | -35 | -3 | ? | 40%[activator]
CCN1CCN(Cc2nc3cc(NC(=O)COc4ccc([N+](=O)[O-])cc4)ccc3n2C)CC1 | 3% | nt | 13 | 44 | -3 | 7% | 13%
CCOc1ccccc1N1CCN(C(=O)Cc2ccc(S(=O)(=O)N3CCOCC3)s2)CC1 | ? | nt | nt | -18 | nt | 185%[activator] | -6%
COc1ccccc1NC(=O)Cn1c(CCC(=O)O)ccc1-c1ccccc1 | -5% | 17% | 18 | -22 | -1 | -24% | -6%
COCCSc1nnc(-c2cnccn2)o1 | ? | -1% | -13 | 12 | -9 | 5% | -3%
CCCN(c1ccccc1F)S(=O)(=O)c1c[nH]c(C(=O)OC)c1 | -6% | 0% | -19 | 34 | -3 | -23% | 6%
COc1nc(C)ccc1-c1noc(-c2ccccn2)n1 | 1% | 18% | 144* | 71 | 57* | -5% | 19%
CC1Cc2ccccc2N1c1ncnc2nc[nH]c12 (stereo unspecified) | ? | -5% | 11 | nt | 11 | -6% | 29%
CC(C)CC(O)C1CCN(C(=O)CCc2nnc(-c3ccc4c(c3)OCO4)o2)CC1 (stereo unspecified) | -5% | nt | -7 | 23 | 14 | 66%[activator] | 5%
Cc1ccc(NC(=O)CSc2nnc(N)s2)cc1S(=O)(=O)N1CCCCC1 | ? | 17% | -2 | -7 | -2 | ? | 21%
O=C(Nc1cccc(O)c1)c1ccc(Br)cc1 | 2% | -9% | 69* | 62 | 45* | -24% | 1%
N#Cc1c(C(F)(F)F)cc(-c2cccs2)nc1SCc1ccc(Cl)nc1 | 1% | -3% | 16 | ? | -3 | -19% | 6%
COc1cc(OC)cc(-c2nnc(SCC(=O)N3CCCCC3)o2)c1 | ? | 4% | 25 | -5 | 0 | 19% | -2%
CCn1ncc(Br)c1C(=O)Nc1c(C)nn(Cc2c(F)c(F)c(F)c(F)c2F)c1C | ? | nt | 1 | -30 | 7 | 89%[activator] | -8%
CCOC(=O)C1CCN(c2ncnc3c2cnn3-c2ccc(Cl)cc2)CC1 | -14% | 1% | 8 | -37 | -2 | 51% | -16%
CC(C(=O)OCC(=O)NC1CCCCC1)N1C(=O)c2ccccc2C1=O (stereo unspecified) | nt | nt | nt | -5 | nt | -11% | -12%
CCC(=O)N1CCCN(S(=O)(=O)c2ccc(C)cc2)C1c1ccc(OC)cc1 (stereo unspecified) | 0% | nt | -16 | 8 | -3 | 62%[activator] | 6%
COc1cccc(NC(=O)Cn2c(=O)n(CCC(=O)NC3CCN(Cc4ccccc4)CC3)c(=O)c3ccccc32)c1 | -13% | 11% | 12 | 0 | 3 | 16% | 0%
CC1CC(C)(C)NC(=S)N1CCCC(=O)Nc1ccccc1F (stereo unspecified) | 1% | -1% | 4 | -5 | 1 | -13% | -12%
C#Cc1ccc([C@@H]2C=C(C(=O)OCC=C)O[C@H](OCc3ccc(CO)cc3)C2)cc1 | 0% | -5% | 23* | -9 | 31* | -2% | 3%
CC1CCC2(CC1)NC(=O)N(Cc1cc(=O)n3ccsc3n1)C2=O (stereo unspecified) | 2% | 5% | -1 | nt | -3 | -1% | -7%
Cc1ccc2[nH]c3c(=O)n(CC(=O)Nc4ccccc4N4CCN(C)CC4)ncc3c2c1 | 0% | nt | -5 | -3 | -2 | 173%[activator] | 7%
COc1ccc2[nH]c(=O)c(COC(=O)c3cccs3)cc2c1 | -14% | -3% | -3 | 16 | -6 | -11% | 7%
CC(C)NS(=O)(=O)c1ccc(CCC(=O)NCc2cccnc2)cc1 | -3% | 5% | -12 | 27 | -2 | -10% | 0%
COC(=O)N(c1ccccc1)P(=O)(Oc1ccccc1)Oc1ccccc1 | 2% | 19% | -7 | -20 | -3 | 13% | 7%
Cc1cc(=O)n2nc(N3CCC(C(=O)NCc4ccccc4Cl)CC3)sc2n1 | -2%&17% | -1% | -4 | -21&-5 | 8 | 40% | 13%
COc1cccc(NC(=O)NC2CCN(Cc3nnnn3Cc3ccc4c(c3)OCO4)CC2)c1 | -14% | 4% | -4 | -15 | 8 | -15% | -6%
COc1ccc(CC(=O)Nc2nc3ccccc3s2)cc1S(=O)(=O)N1CCOCC1 | -12% | 6% | -14 | -27 | 1 | 1% | -24%
CCOC(=O)c1[nH]c(C)c(C(=O)Nc2ccc(F)cc2)c1C | -13% | 1% | 7 | -5 | -1 | -15% | 2%
CC(=O)NCCNC(=O)c1ccc(Sc2ccccc2)c([N+](=O)[O-])c1 | 2% | 3% | -21 | 3 | 9 | 41% | 0%
N#Cc1ccc(-c2cn3c(n2)SCC3)cc1 | -15% | 13% | 64* | 1 | 36* | -20% | -3%
Cc1onc(-c2ccccc2)c1C(=O)NNC(=S)NC(=O)c1ccc(Br)cc1 | -8% | ? | -10 | 28 | -3 | -25% | 55%[activator]
CCCC(=O)Nc1c(-c2cccc(C)c2)c(=O)c2ccccc2n1C | -7% | -3% | -5 | 37 | -6 | -4% | 1%
COc1ccccc1N=c1sc2ccccc2n1C | 1% | -3% | 3 | -26 | 13* | 62%[activator] | -5%
CC1(C)C2CCC1(CS(=O)(=O)N1CCCC1C(=O)O)C(=O)C2 (stereo unspecified) | nt | nt | nt | 8 | nt | -16% | -1%
Cc1ccsc1/C=C/C(=O)O | -12% | 8% | 8 | -28 | 1 | -13% | 5%
C=CCn1c(=N)n(CC(=O)c2ccc(Br)cc2)c2ccccc21 | ? | -5% | nt | 51 | 1 | -18% | 33%[activator]
COc1ccc(NS(=O)(=O)c2ccc(C)cc2)c([N+](=O)[O-])c1 | 0% | -7% | 24 | -35 | -3 | -24% | -19%
CCC(=O)Nc1ccccc1C(=O)OCC(=O)c1cccc2ccccc12 | -4% | nt | 6 | -21 | 11 | -14% | 5%
COc1ccc(N(CC(=O)Nc2ccc(C)cn2)S(=O)(=O)c2c(C)nn(C)c2C)cc1 | -10% | -1% | 37 | ? | 0 | 54% | 0%
C=CCn1c(Sc2nc(C)cs2)nc2c1c(=O)[nH]c(=O)n2C | 3% | 2% | -13 | -35 | -3 | -16% | 18%
CCc1cccc(NS(=O)(=O)c2csc(C(N)=O)c2)c1 | -8% | 4% | -12 | -38 | -2 | -33% | 5%
O=C(/C=C/c1ccccc1)NC(=S)N1C[C@H]2C[C@H](C1)c1cccc(=O)n1C2 | -13% | ? | 1 | 0 | -3 | -20% | 43%[activator]
COc1ccc(C)cc1S(=O)(=O)N1CCN(C)CC1c1ccccc1 (stereo unspecified) | -1% | nt | nt | -10 | nt | 24% | -8%
COc1ccccc1N1CCN(C(=O)CCCCn2c(=O)[nH]c3ccsc3c2=O)CC1 | ? | -13% | -4 | 1 | -1 | 39% | 4%
COc1ccc(C(=O)/C=C(\C)NCc2ccc3c(c2)OCO3)cc1 | -4% | nt | 5 | -27 | 14 | -22% | -9%
OCC1(Cc2ccc(F)cc2)CCCN(CCc2ccccc2)C1 (stereo unspecified) | -7% | -3% | -7 | 43 | -1 | -17% | 14%
CCNC(=O)c1ccccc1SCC(=O)Nc1ccc(F)cc1 | 3% | 17% | -11 | 0 | -12 | 1% | -1%
COc1cccc(/C=N/Nc2cc(C)nc(-c3ccccc3O)n2)c1O | -2% | -18% | 38* | -96* | 29* | 51% | 87%[activator]
O=C(c1[nH]ncc1[N+](=O)[O-])N1CCOCC1 | -1% | -25% | -7 | 7 | -1 | -5% | 0%
Nc1cc(S(=O)(=O)Nc2cc(Cl)ccc2Cl)ccc1N1CCOCC1 | 0% | 9% | -17 | 0 | -1 | -12% | -1%
O=C(CN1CCN(Cc2ccccc2Cl)C1=O)NCc1cccnc1 | 7% | 4% | -6 | 12 | 1 | 2% | 0%

Next section, starting with the last 3 of the part before.
SMILES | AmpC inh detg | Giardia FBPA inh | Shiga inhibitor | HCMV antiviral | CHX counter | AmpC no deterg | AMA1 RON2 block
O=C(c1[nH]ncc1[N+](=O)[O-])N1CCOCC1 | -1% | -25% | -7 | 7 | -1 | -5% | 0%
Nc1cc(S(=O)(=O)Nc2cc(Cl)ccc2Cl)ccc1N1CCOCC1 | 0% | 9% | -17 | 0 | -1 | -12% | -1%
O=C(CN1CCN(Cc2ccccc2Cl)C1=O)NCc1cccnc1 | 7% | 4% | -6 | 12 | 1 | 2% | 0%
O=C(CCCCCn1c(=O)[nH]c2ccsc2c1=O)NCc1ccc(F)cc1 | -8% | 6% | -7 | 65 | -3 | -21% | -13%
CCCNC(=O)c1nc(C)c(C)nc1C(=O)Nc1cccc(Cl)c1 | -11% | 1% | -7 | 25 | -8 | -14% | 15%
COc1ccc(C2N(c3ccccc3)CCN2c2ccccc2)cc1O | 8% | -15% | 59* | ? | 26* | -30% | ?
Cc1nn(CC(=O)N2CCC(C)CC2)c(=O)c2cccn12 | -2% | -1% | -6 | 1 | -3 | -17% | 14%
COc1ccc(C2C(C#N)=C(N)N(c3ccccc3)C3=C2C(=O)CCC3)cc1Cn1cc([N+](=O)[O-])cn1 (stereo unspecified) | ? | -22% | -23 | -16 | -4 | -10% | 9%
O=[N+]([O-])c1cc(S(=O)(=O)N2CCCC2)ccc1OCc1ccccc1 | -2% | 12% | 17 | -26 | 28* | -31% | -2%
C=CCN1C(=O)CSc2ccc(C(=O)NCc3ccco3)cc21 | -7% | -4% | 8 | 7 | 11 | -24% | -12%

Screening results from PubChem.
